a7 integrin act: qHTS for Activators of Integrin-Mediated Alleviation for Muscular Dystrophy. alpha7betagal myoblasts, beta-gal FDG fluorescence, 48 h. Potency, µM (top dose mostly 38.3 µM), without a hit: at the top dose activation, actives largely listed as activators. hit rate 0.064% among 350,000. AID 624291, 2012;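 also: potency is read from the fitted curve at half-maximal effect; 100% = response of the positive control SU9516; nearly all actives have a fitted effect of over 60% in size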
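alpha7betagal+/- myoblasts (passage 13, 250/well) treated 48 h at 37C with compounds at 1:260 dilution of DMSO stock. Lysed, then beta-galactosidase activity read as FDG fluorescence (ex 480/em 540) after 30 min, with pre-read for autofluorescence.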
Mito fusion yeast: qHTS Assay for Small Molecule Inhibitors of Mitochondrial Division or Activators of Mitochondrial Fusion; S. cerevisiae fusion-defective mutant growth rescue, CellTiterGlo 48 h; Potency, µM (highest dose often 46.1 µM), inactives show at the top dose growth rescue (activation), actives largely listed as activators; hit rate 0.23% among 320,000; AID 485298, 2010;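 also: potency is read from the fitted curve at half-maximal effect; % of control where 0% means no effect; nearly all actives have a fitted effect of over 45% in size; temperature-sensitive fusion mutants such as fzo1-1 at 37 °C on non-fermentable ethanol glycerol medium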
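Compounds are tested for their ability to restore growth of mitochondrial fusion-defective yeast strains at non-permissive 37C in YPEG medium over 48 hours. Viability is quantified by luciferase luminescence.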
PTAP TSG101 blk: qHTS Assay for Iinhibitors of HIV-1 Budding by Blocking the Interaction of PTAP/TSG101; Tumor susceptibility gene 101 protein (Homo sapiens), Q99816; Fluorescence polarization, FITC-PTAP peptide / Tsg101 binding; Potency, µM (titrated, usually from 115 µM), inactives show at the top dose activity change, negative = inhibition, most hits filed as inhibitors; 340,000 tested, under 10 active; AID 493005, 2010; active = well fitted inhibition curve with a large enough effect in the main read-out, with a control signal flat, not every such curve was filed as active; inconclusive = small, poorly fitted or top-dose-only effect, or effect the other way, or a change in a side signal; inactive = no such curve, though single readings can be large or run the other way; also: potency is read from the fitted curve at half-maximal effect; % of control where 0% means no effect
Target sequence (Q99816 whole entry, looked up): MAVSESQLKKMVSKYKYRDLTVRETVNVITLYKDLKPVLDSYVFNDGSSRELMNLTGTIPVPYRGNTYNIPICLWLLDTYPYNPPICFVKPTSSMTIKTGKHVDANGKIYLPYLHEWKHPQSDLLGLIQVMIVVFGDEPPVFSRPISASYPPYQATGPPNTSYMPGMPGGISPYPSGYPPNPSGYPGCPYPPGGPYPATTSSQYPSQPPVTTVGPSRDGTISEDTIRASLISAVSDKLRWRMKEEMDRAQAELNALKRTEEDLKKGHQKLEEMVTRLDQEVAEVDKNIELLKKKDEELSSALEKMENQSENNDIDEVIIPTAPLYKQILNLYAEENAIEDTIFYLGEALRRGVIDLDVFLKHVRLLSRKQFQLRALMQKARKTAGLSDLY
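Compounds were pin-transferred onto Tsg101 binding domain (10 uM final) in HEPES pH 7.5 buffer, then FITC-PTAP peptide was added at 50 nM final. After 20 min at RT, polarization reported peptide displacement across a qHTS concentration series.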
Tb PFK inh: qHTS Assay to Find Inhibitors of T. brucei phosphofructokinase; hit rate 0.17% among 330,000; ATP-dependent 6-phosphofructokinase (Trypanosoma brucei brucei), O15648; AID 485367, 2010; T. brucei PFK, ADP-Glo luminescence; Potency, µM (series often up to 57.5 µM), without a hit: at the top dose activity, negative = inhibition, most hits filed as inhibitors;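 also: potency is read from the fitted curve at half-maximal effect; 0% = uninhibited 1x PFK enzyme wells and -100% = no-enzyme wells; nearly all actives have a fitted effect of over 60% in size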
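Luminescent ADP detection (ADP-Glo, two-step: ATP depletion then ADP-to-ATP conversion for luciferase) reported PFK activity after 45 min room-temperature reaction of 1.25 nM enzyme with 0.5 mM F6P and 0.1 mM ATP at pH 8.0.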
ELG1 DNA repair: qHTS screen for small molecules that inhibit ELG1-dependent DNA repair in human embryonic kidney (HEK293T) cells expressing luciferase-tagged ELG1; HEK293T ELG1-luciferase reporter, luminescence, 16 h; DNA damage induced by 5-fluorouridine; Potency, µM (top dose mostly 46.1 µM), for the others: at the highest dose activity change, negative = inhibition, actives largely listed as inhibitors; hit rate 2.3% among 330,000; AID 504467, 2011; also: potency is read from the fitted curve at half-maximal effect; % is scaled to controls: 0 for no effect and ±100 for the full control effect; nearly all actives have a fitted effect of over 55% in size
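Overnight (16 hr) co-exposure of 2,000 cells/well to 5-fluorouridine and compound at 37 °C preceded detection. Luciferase was quantified via ONE-Glo luminescence; loss of signal denotes inhibition.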
ASM inhibitor: Inhibitors of Secretory Acid Sphingomyelinase (S-ASM): qHTS; placental ASM, HMU-PC fluorogenic substrate, 60 min; Sphingomyelin phosphodiesterase (Homo sapiens), P17405; AID 504937, 2011; Potency, µM (highest dose often 57.5 µM), for inactives: top-dose activity change, negative = inhibition, actives largely listed as inhibitors; hit rate 0.006% among 340,000; also: potency is read from the fitted curve at half-maximal effect
Target sequence (P17405 47-631 limits assumed): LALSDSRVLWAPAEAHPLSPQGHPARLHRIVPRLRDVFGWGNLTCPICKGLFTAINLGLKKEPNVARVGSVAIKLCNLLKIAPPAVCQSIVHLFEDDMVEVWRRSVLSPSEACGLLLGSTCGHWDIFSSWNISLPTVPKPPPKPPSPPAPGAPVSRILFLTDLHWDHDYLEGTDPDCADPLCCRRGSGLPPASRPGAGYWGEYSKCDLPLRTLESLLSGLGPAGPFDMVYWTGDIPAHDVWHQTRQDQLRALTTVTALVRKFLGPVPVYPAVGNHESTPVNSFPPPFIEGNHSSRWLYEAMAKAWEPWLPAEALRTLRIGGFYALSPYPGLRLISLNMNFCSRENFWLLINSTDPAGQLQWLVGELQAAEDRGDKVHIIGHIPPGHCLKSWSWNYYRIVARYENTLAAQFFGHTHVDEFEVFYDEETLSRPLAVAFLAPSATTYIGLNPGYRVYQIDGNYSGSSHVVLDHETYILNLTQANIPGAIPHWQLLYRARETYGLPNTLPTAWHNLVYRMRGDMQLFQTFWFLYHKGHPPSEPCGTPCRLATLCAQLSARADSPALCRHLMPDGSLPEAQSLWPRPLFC
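Human placenta-derived ASM preincubated with compound 10 min at room temperature, then reacted with 9 uM (final) fluorogenic HMU-PC substrate for 60 min at 37 C. Stop solution raises pH to 10; fluorescence read at Ex 386/Em 447 nm.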
Chronic BCR inh: qHTS Assay to Find Inhibitors of Chronic Active B-Cell Receptor Signaling; ABC-DLBCL IkBa-CBG/CBR reporter, luminescence ratio, 4 h; Potency, µM (titrated, usually from 46.1 µM), without a hit: at the highest dose ratio change, negative = lower green/red ratio, most hits filed as inhibitors; hit rate 0.05% among 340,000; AID 493014, 2011; active = well fitted inhibition curve with a large enough effect in the signal ratio, with a control signal flat, not every such curve was filed as active; inconclusive = small, poorly fitted or top-dose-only effect, or effect the other way, or a change in a side signal; the % refers to the signal ratio;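 also: potency is read from the fitted curve at half-maximal effect; plate controls were basal doxycycline-induced cells for no effect and cells given 10 µM MG132 for full effect; MG132 reads +100%, hits lower the ratio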
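Cell line TMD8 (human ABC DLBCL), stably expressing tet-inducible CBG68-IkBa fusion and CBR; IMDM/0.5% FBS; cpd up to 46 uM; dox induction, 4 h, 37C/5% CO2; dual luminescence; green/red ratio; MG132 control.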
TCR activator: Activators of T cell receptors: qHTS campaign. primary human leukocytes, anti-CD3, IL-2 HTRF, 48 h. Potency, µM (titrated, usually from 9.22 µM), inactives show at the top dose activation of IL-2 secretion, hits mostly activators. 330,000 tested, under 10 active; also: % of control where 0% means no effect
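Human primary leukocytes + a-CD3 beads + cpd, 48 hr; IL-2 in supernatant by HTRF (ex 320nm / em 665nm). No co-stimulatory signal supplied.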
Eya2 phos inh: qHTS Assay for Inhibitors of the Phosphatase Activity of Eya2 | AID 488837, 2010 | Potency, µM (doses to about 76.9 µM), for the others: at the highest dose activity, negative = inhibition, actives largely listed as inhibitors | recombinant Eya2, OMFP fluorescence dephosphorylation (OMFP is methylfluorescein phosphate) | hit rate 0.006% among 330,000 | Protein phosphatase EYA2 (Homo sapiens), O00167; also: potency is read from the fitted curve at half-maximal effect; % is scaled to controls: 0 for no effect and ±100 for the full control effect
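Eya2 (0.2 uM) preincubated 10 min at ambient with compound, then OMFP substrate added at 50 uM; 10 min reaction in 50 mM HEPES pH 7.5, 50 mM NaCl, 5 uM MgCl2, 0.05% BSA, 1 mM DTT. Fluorescence read at Ex 485/Em 525 nm.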
TSHR antag: Antagonists of the Thyroid Stimulating Hormone Receptor: HTS campaign | activity change, negative = inhibition, % at 11.5 µM | AID 504810, 2011 | hit rate 0.2% among 330,000 | TSHR-expressing cells, TSH-stimulated cAMP HTRF, 2 h; active compounds read low | Thyrotropin receptor (Homo sapiens), P16473;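 active = activity change below a set negative limit, meaning inhibition stronger than a set level, cut at about -70% in these data; inconclusive = activity change between two set negative limits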; also: % is scaled to controls: 0 for no effect and ±100 for the full control effect
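Antagonism was scored as loss of TSH-driven cAMP in TSHR cells, stimulated with 4nM TSH (EC80) for 2 hours at 37 deg C and detected by homogeneous HTRF competition immunoassay.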
AT treatment: qHTS Assay for Identifying a Potential Treatment of Ataxia-Telangiectasia; AID 485349, 2010; Potency, µM (highest dose often 57.5 µM), for the others: at the highest dose activation, most hits filed as activators; hit rate 0.19% among 320,000; […] A-T fibroblasts, KAP-1 phosphorylation AlphaLISA; neocarzinostatin DNA damage 30 min before lysis; also: potency is read from the fitted curve at half-maximal effect; % of control where 0% means no effect; nearly all actives have a fitted effect of over 45% in size
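ATM-like activity read as KAP-1 phosphorylation via AlphaLISA donor/acceptor antibody pairs after lysis and 6 hr at 25C. Cells were ATM-null patient fibroblasts ([…], hTERT), dosed 60 min, then exposed to the DSB inducer NCS for 30 min.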
* hit, by the source's call; ? = inconclusive; . = not tested or not shown; [ ] = another dose, or the depositor's remark. Unless noted, calls follow the shape of the dose curve; as a rule, active = well fitted curve in the direction sought with a large enough effect; inconclusive = small, poorly fitted or top-dose-only effect, or another doubt; inactive = no such curve, though single readings can be large; an effect the other way counts as inactive or inconclusive.

| Compound | a7 integrin act | Mito fusion yeast | PTAP TSG101 blk | Tb PFK inh | ELG1 DNA repair | ASM inhibitor | Chronic BCR inh | TCR activator | Eya2 phos inh | TSHR antag | AT treatment |
| --- | --- | --- | --- | --- | --- | --- | --- | --- | --- | --- | --- |
| O=C(CNC1CCCC1)Nc1ccc(S(=O)(=O)N2CCCCC2)cc1 | -19% | -1% | -1% | -2% | 0% | 0% | -4% | 3% | 11% | 13 | -4% |
| C#CCOCCOCCOCCNc1nc(OC)nc(N2CCN(C(=O)[C@H](CCCCN)n3cc(C(N)CO)nn3)CC2)n1 (stereo not given in full) | . | -9% | . | -16% | ? | . | 0% | . | -7% | 33 | 65% |
| COc1ccc(NC2CCCN(C(=O)CN3C(=O)c4ccccc4C3=O)C2)cc1OC (stereo not given) | -11% | -3% | 0% | 3% | 2% | 2% | ? | -5% | 1% | -4 | -14% |
| O=S(=O)(c1ccc(F)cc1)N1CCC2(CC1)OCCO2 | -11% | 1% | -3% | -1% | -14% | 3% | -1% | 11% | -10% | 5 | -2% |
| COc1ccccc1N1CCN(C(=O)c2cc(S(=O)(=O)N3CCOCC3)ccc2C)CC1 | -4% | -3% | 0% | -1% | -3% | -2% | 2% | 1% | 12% | 4 | 3% |
| CC(=O)CCc1ccc(OCCCCn2cncn2)cc1 | 2% | 0% | -8% | -1% | ? | 5% | 5% | 1% | -29% | 14 | 0% |
| CC(C)(C)n1nnnc1CN(Cc1cccnc1)Cc1ccccc1Cl | 8% | 11% | 0% | 0% | 1% | 4% | 9% | -8% | -13% | -36 | -3% |
| N#Cc1c(-c2ccccc2Cl)cc(-c2ccccc2)nc1Br | 5% | -3% | -1% | -1% | -12% | -5% | 11% | -24%[46.1 µM] | 4% | 40 | 23% |
| CCOc1ccc(OCC)c(NC(=O)CN2CCN(CC(=O)NC(C)C)CC2)c1 | -10% | 2% | -2% | -3% | ? | 8% | -10% | 0% | 4% | 39 | ? |
| Cc1cc(C)cc(OCC(=O)OCC(=O)Nc2c(C)n(C)n(-c3ccccc3)c2=O)c1 | 17% | 5% | -1% | -1% | 19% | 6% | 1% | -11% | 6% | 22 | 15% |
| CC1(C)CC(=O)C=C(NCc2cccs2)C1 | ? | 5% | -6% | -2% | -6% | 6% | 0% | 2% | 2% | -6 | -1% |
| CCOc1ccc(NC(=O)NC(=O)N(C)S(=O)(=O)c2ccc(C)cc2)cc1 | -26% | 0% | -5% | -1% | 20% | 0% | -12% | -1% | 4% | 13 | -4% |
| N#Cc1cc(C(=O)c2cc(Br)ccc2O)cn(C2CCCCC2)c1=O | -47%[inhibitor] | 7% | 0% | -2% | 5% | -5% | -5% | -4% | -14% | -16 | 3% |
| CCOc1ccc(N2C(N)=NC(N)=NC2(C)C)cc1 | 0% | -2% | -2% | -1% | -27% | 2% | -1% | -1% | -4% | -2 | -5% |
| O=S(=O)(c1ccc(Br)cc1)N1CCN=C1SCc1cccnc1 | 5% | 17% | -1% | -1% | -12% | 4% | ? | -1% | -15% | -9 | -1% |
| CCOC(=O)c1ccc2c(c1)nc(SCC(=O)c1cc3ccccc3o1)n2CC | -6% | 1% | 6% | -1% | ? | -4% | ? | -3% | 6% | -2 | 2% |
| Cc1ccc(S(=O)(=O)N(C)C)cc1NC(=O)CN1CCCC1 | 18% | 2% | 0% | 1% | 1% | -1% | -2% | 6% | 5% | -2 | -6% |
| CC(C)N(C(=O)NC(=O)Nc1ccccn1)S(C)(=O)=O | 33% | -3% | -1% | -2% | ? | 2% | 6% | 4%[46.1 µM] | -9% | -2 | 11% |
| CCOC(=O)c1ccc(N=Nc2c(C)c(C#N)c(O)[nH]c2=O)cc1 | -20% | -4% | 1% | -2% | ? | -20% | 12% | -1% | ? | -6 | 4% |
| O=C(c1cccc(N2C(=O)C3C4C=CC(C4)C3C2=O)c1)N1CCN(c2ccccc2Cl)CC1 (stereo not given) | 20% | -9% | -2% | 0% | 1% | -4% | 3% | 12% | 14% | -1 | 1% |
| Cc1ccc(C2(CCNCc3ccc(N(C)C)cc3)CCOC(C(C)C)C2)cc1 (stereo not given) | -67%[inhibitor] | 0% | 0% | 1% | ? | -4% | -13% | . | -15% | -11 | -4% |
| COc1cc(Cl)c(S(=O)(=O)NCc2ccccn2)cc1Cl | 4% | -2% | -4% | -1% | 0% | 0% | 0% | -17% | 19% | 3 | 1% |
| COC(=O)C1=C(C)Nc2ncnn2C1c1ccco1 (stereo not given) | -10% | 1% | -1% | 9% | 13% | 7% | 2% | 8% | . | 3 | -8% |
| C[C@@H](NC(=O)C1(c2ccccc2)CCN(C(=O)OC(C)(C)C)CC1)C(=O)N[C@@H](C(=O)O)c1ccccc1 | -4% | 1% | -2% | -1% | -14% | -1% | -3% | 0% | -16% | -4 | -7% |
| CC(=O)c1ccc(NS(=O)(=O)c2ccc3c(c2)CCC(=O)N3)cc1 | 15% | 4% | -1% | -6% | 14% | 3% | 0% | 2% | 30% | 61 | -2% |
| CCC(NC(=O)c1ccccc1NC(=O)c1ccccc1)C(=O)O (stereo not given) | 12% | 1% | -1% | 0% | 30% | 4% | ? | . | 22% | 33 | 12% |
| COC(=O)CSc1nc2cc(Cl)ccc2c(=O)n1C1CCCC1 | -10% | 6% | -7% | 1% | -10% | -4% | -1% | 1% | -8% | -24 | 5% |
| CC1Cc2ccccc2N1C1=NS(=O)(=O)c2ccccc21 (stereo not given) | 3% | -1% | -5% | 2% | ? | -2% | -1% | . | -2% | -12 | 8% |
| COc1cccc(C(=O)Nc2nnc(-c3ccc(OC)cc3OC)s2)c1 | 3% | 1% | 2% | 1% | 21% | -2% | ? | 1% | -16% | -11 | 2% |
| Cc1ccc(S(=O)(=O)N(C)C)cc1NC(=O)COc1ccccc1C(=O)Nc1ccccc1 | 0% | -9% | -4% | 0% | ? | -19% | 8% | 0% | 12% | -18 | 3% |
| COc1ccc2c(c1)-c1nc(/N=C/c3ccc(O)c(OC)c3)sc1CC2 | -23% | 13% | -8% | 0% | 12% | 0% | ? | 0%[46.1 µM] | -5% | -3 | -5% |
| COCCCNC(=S)N1CCN(S(C)(=O)=O)CC1 | 13% | 1% | -4% | -1% | -1% | -3% | 3% | -7%[46.1 µM] | 2% | 7 | -1% |
| O=C(CCc1ccc(Oc2cc([N+](=O)[O-])cc([N+](=O)[O-])c2)cc1)NC1CCCC1 | -39%[inhibitor] | 4% | 2% | -1% | -3% | 3% | 16% | -8% | -1% | -11 | -5% |
| COc1ccc(NC(=O)CNC(=O)Cc2cccc3ccccc23)cc1 | 1% | . | 0% | 1% | 2% | -2% | -7% | 3% | -13% | . | 2% |
